G9a inh – qHTS Assay for Inhibitors of Histone Lysine Methyltransferase G9a; G9a H3K9 monomethylation, AlphaScreen, 2 h; 8.8% of 350,000 active; Potency, µM (doses to about 102 µM), for the others: at the top dose activity, negative = inhibition, actives largely listed as inhibitors; Histone-lysine N-methyltransferase EHMT2 (Homo sapiens), Q96KQ7; also: potency is read from the fitted curve at half-maximal effect; % is scaled to controls: 0 for no effect and ±100 for the full control effect; nearly all actives have a fitted effect of over 75% in size
Target sequence (Q96KQ7 913-1193 limits assumed): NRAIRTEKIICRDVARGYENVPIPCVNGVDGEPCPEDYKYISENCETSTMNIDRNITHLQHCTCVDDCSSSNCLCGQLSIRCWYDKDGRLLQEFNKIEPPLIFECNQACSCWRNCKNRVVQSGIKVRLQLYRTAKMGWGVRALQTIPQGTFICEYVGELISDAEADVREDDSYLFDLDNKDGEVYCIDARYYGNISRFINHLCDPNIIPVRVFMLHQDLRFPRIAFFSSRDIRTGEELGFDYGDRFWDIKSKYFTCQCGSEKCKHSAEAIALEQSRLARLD
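Methyltransferase reactions run at room temperature for 2 h (20 nM enzyme, 500 nM biotin-H3K9 peptide, 20 uM SAM) after a 15 min compound preincubation; product detected by AlphaScreen beads and anti-H3K9me1 antibody.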
Pin1 inhibitor – qHTS Assay to Find Inhibitors of Pin1; Potency, µM (top dose mostly 115 µM), inactives show at the top dose activity, negative = inhibition, actives largely listed as inhibitors; 0.009% of 390,000 active; Peptidyl-prolyl cis-trans isomerase NIMA-interacting 1 (Homo sapiens), Q13526; Pin1 FP peptide displacement, HiFluor488, 10 min; AID 504891, 2011; active = well fitted inhibition curve with a large enough effect in the polarisation, with a control signal flat, not every such curve was filed as active; inconclusive = small, poorly fitted or top-dose-only effect, or effect the other way, or a change in a side signal; inactive = no such curve, though single readings can be large or run the other way; the % refers to the polarisation; also: potency is read from the fitted curve at half-maximal effect; % is scaled to controls: 0 for no effect and ±100 for the full control effect
GLS inhibitor – qHTS for Inhibitors of Glutaminase (GLS); Potency, µM (doses to about 45.5 µM), for inactives: at the highest dose activity change, negative = inhibition, actives largely listed as inhibitors; Glutaminase kidney isoform, mitochondrial (Homo sapiens), O94925; 0.21% of 410,000 active; GLS enzymatic activity, qHTS titration; AID 624170, 2012; also: potency is read from the fitted curve at half-maximal effect; % is scaled to controls: 0 for no effect and ±100 for the full control effect
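Human kidney-isoform GLS in 45 mM KH2PO4 pH 8.2, 0.02% Tween-20, with compound, started with 1mM L-Glutamine (added stock). Glutamate oxidase/HRP/Amplex red coupled fluorescence read at start and after 30 min at RT.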
POLH inh – qHTS for Inhibitors of Polymerase Eta | Potency, µM (series often up to 114 µM), for inactives: at the highest dose activity change, negative = inhibition, usual class: inhibitors | recombinant Pol eta, fluorescent DNA replication assay | 1.2% of 390,000 active | DNA polymerase eta (Homo sapiens), Q9Y253; also: potency is read from the fitted curve at half-maximal effect; % is scaled to controls: 0 for no effect and ±100 for the full control effect
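Fluorescent replication assay: 50 nM final substrate added after a 15 min room-temperature compound preincubation with 10 nM enzyme. Signal taken at 0 min and again at 10 min.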
PI4K2A inh – qHTS for small molecular inhibitors of PI4K2A; Phosphatidylinositol 4-kinase type 2-alpha (Homo sapiens), Q9BTU6; purified PI4K2A, ADP-Glo luminescence, 1 h; hits give low values; activity change, negative = inhibition, % at 76.9 µM; 0.13% of 420,000 active; AID 1346378, 2018; in the data active = activity change below about -50%; inconclusive = mostly about -30% to -49%;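 also: -100% = wells without enzyme as full effect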
Target sequence (Q9BTU6 whole entry, looked up): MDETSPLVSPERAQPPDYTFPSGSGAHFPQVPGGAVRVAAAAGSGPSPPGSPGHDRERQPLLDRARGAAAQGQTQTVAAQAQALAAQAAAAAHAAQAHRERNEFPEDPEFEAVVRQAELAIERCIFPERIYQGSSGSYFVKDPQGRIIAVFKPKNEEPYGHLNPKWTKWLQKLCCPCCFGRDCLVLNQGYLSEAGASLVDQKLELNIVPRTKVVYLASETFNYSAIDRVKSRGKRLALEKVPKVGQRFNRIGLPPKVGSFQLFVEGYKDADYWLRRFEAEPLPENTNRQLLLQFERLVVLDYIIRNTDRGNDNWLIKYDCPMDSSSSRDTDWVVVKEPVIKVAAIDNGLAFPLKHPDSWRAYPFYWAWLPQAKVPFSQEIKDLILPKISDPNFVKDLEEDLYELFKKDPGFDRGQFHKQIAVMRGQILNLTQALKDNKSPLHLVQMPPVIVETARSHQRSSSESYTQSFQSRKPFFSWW
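Compounds are screened against recombinant PI4K2A using PI as substrate and ATP, the latter dispensed at 300 microM. Reactions run one hour at ambient temperature before ADP-Glo detection; full inhibition defined by wells lacking enzyme.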
Tb PGK inh – qHTS Assay to Find Inhibitors of Phosphoglycerate Kinase | 0.043% of 380,000 active | Phosphoglycerate kinase, glycosomal (Trypanosoma brucei brucei), P07378 | PGK/GAPDH coupled, Kinase-Glo luminescence, 60 min | Potency, µM (series often up to 57.5 µM), for the others: at the top dose activity change, negative = inhibition, most hits filed as inhibitors; also: potency is read from the fitted curve at half-maximal effect; % is scaled to controls: 0 for no effect and ±100 for the full control effect; nearly all actives have a fitted effect of over 60% in size
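Luminescent ATP detection (Kinase-Glo Plus) follows a 60-minute room-temperature incubation, with wells lacking PGK as controls. Buffer: 100 mM TEA (pH 7.6), 5 mM MgCl2, 0.01% Tween-20. Coupling enzyme GAPDH (100 nM final) supplies unstable 1,3-BPG in-well.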
BAZ2B inh – qHTS Assay for Inhibitors of BAZ2B. Bromodomain adjacent to zinc finger domain protein 2B (Homo sapiens), Q9UIF8. Potency, µM (series often up to 114 µM), for the others: top-dose activity change, negative = inhibition, hits mostly inhibitors. 4.4% of 360,000 active. AlphaScreen BAZ2B-H3K14Ac peptide displacement. AID 504333, 2011; also: potency is read from the fitted curve at half-maximal effect; % is scaled to controls: 0 for no effect and ±100 for the full control effect; nearly all actives have a fitted effect of over 60% in size
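Compounds, titrated to a top concentration of 110 uM, were incubated 30 min at room temperature with preformed BAZ2B/acetyl-K14 H3 peptide complex (50 nM each). Proximity signal was measured by AlphaScreen after 20 min with beads.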
HP1b binding inh – HTS for Inhibitors of HP1-beta Chromodomain Interactions with Methylated Histone Tails; 0.56% of 390,000 active; Chromobox protein homolog 1 (Homo sapiens), P83916; AlphaScreen HP1-beta / biotin-H3K9me3 peptide binding; Potency, µM (highest dose often 114 µM), inactives show at the highest dose activity change, negative = inhibition, actives largely listed as inhibitors; also: potency is read from the fitted curve at half-maximal effect; nearly all actives have a fitted effect of over 70% in size; inactives centre near 23
Target sequence (P83916 whole entry, looked up): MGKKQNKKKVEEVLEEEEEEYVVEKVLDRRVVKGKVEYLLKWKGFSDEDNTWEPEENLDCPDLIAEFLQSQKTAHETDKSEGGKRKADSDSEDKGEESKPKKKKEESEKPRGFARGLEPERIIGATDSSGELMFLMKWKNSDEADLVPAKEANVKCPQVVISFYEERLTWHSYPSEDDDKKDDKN
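Compound inhibition of the preformed complex between 50 nM HP1-beta and 50 nM biotinylated H3K9me3 peptide was read by AlphaScreen. Buffer was PBS pH 7.4 with 0.01% Tween-20. Incubations ran 30 min at room temperature, with 10 ug/mL donor/acceptor beads.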
JMJD2A Tudor inh – qHTS Assay for Inhibitors of JMJD2A-Tudor Domain; AlphaScreen JMJD2A-Tudor / H3K4me3 peptide binding; 4.4% of 390,000 active; Potency, µM (top dose mostly 114 µM), for the others: at the highest dose activity change, negative = inhibition, most hits filed as inhibitors; Lysine-specific demethylase 4A (Homo sapiens), O75164; also: potency is read from the fitted curve at half-maximal effect; % is scaled to controls: 0 for no effect and ±100 for the full control effect; nearly all actives have a fitted effect of over 50% in size
Active calls of the source: *; i = inactive; ? = inconclusive; / = not tested or not shown; [ ] = another dose, or the depositor's remark. Unless noted, calls follow the shape of the dose curve; as a rule, active = well fitted curve in the direction sought with a large enough effect; inconclusive = small, poorly fitted or top-dose-only effect, or another doubt; inactive = no such curve, though single readings can be large; an effect the other way counts as inactive or inconclusive. These rows are one share of the data; the hit share may differ from the screen's.

SMILES	G9a inh	Pin1 inhibitor	GLS inhibitor	POLH inh	PI4K2A inh	Tb PGK inh	BAZ2B inh	HP1b binding inh	JMJD2A Tudor inh
CCOc1ccc(OCC)c(NC(=O)c2nnn(CC(=O)Nc3cc(C)cc(C)c3)c2N)c1	-3%	27%	-9%	-11%	-2	-10%	-36%	23%	-23%
COc1ccc(CCNC(=O)COC(=O)c2cc(OC)c(OC)cc2OC)cc1OC	11%	2%	-1%	-4%	2	-10%	3%	22%	-9%
Cc1ccc(C(=O)OCC(=O)N2CCOCC2)c(C)c1	20%	-8%	-8%	-12%	0	-5%	-10%	3%	10%
CCc1ccc(NC(=O)C/C(C)=N/NC(=O)COc2ccc(C)cc2Br)cc1	28%	3%	-8%	-31%	6	2%	-12%	30%	-15%
O=C(O)/C=C/C(=O)NCCc1ccccc1	-1%	-9%	5%	-7%	-2	-3%	11%	32%	?
COC(=O)c1cc(Nc2cc(C)c3c(O)cccc3n2)cc(C(=O)OC)c1	-4%	1%	21%	1%	3	2%	-17%	31%	-13%
O=C(N/N=C/c1ccccn1)c1cc(C2CC2)[nH]n1	?	-1%	0%	-8%	2	-7%	11µM*	47%[activator]	56µM*
COc1cccc(CNC(=O)c2csc3c2CCCC3)c1	52%[activator]	9%	8%	1%	-1	1%	4%	30%	2%
Cc1c(CCC(=O)NCC(=O)NCC(=O)O)c(=O)oc2cc3oc4c(c3cc12)CCCC4	18%	-2%	-3%	-10%	3	-10%	0%	22%	-14%
COC(=O)c1c(NC(=O)c2ccccc2)sc(C(N)=O)c1C	1%	13%	4%	-16%	5	2%	-5%	25%	17%
COc1ccc(S(=O)(=O)N2CCc3ccccc32)cc1C(=O)OCc1nnc(-c2ccccc2)o1	?	17%	-8%	-11%	1	-5%	0%	28%	4%
COc1cccc(OCc2cc(C(=O)NCCN3CCCCC3CO)no2)c1 (stereo not given)	/	10%	4%	-7%	0	6%	-9%	23%	-17%
CN1CCN(CC(=O)O)CC1	35µM*	-6%	-1%	-8%	2	-9%	?	2%	?
Cc1nc2ccc(NS(=O)(=O)c3ccccc3F)cc2s1	-43%[12.7 µM]	-11%	1%	1%	5	-6%	10%	33%	-18%
CCN(CC)S(=O)(=O)c1ccc(OC)c(NC(=O)c2cc(=O)[nH]c3ccccc23)c1	11%	3%	2%	3%	1	4%	-13%	32%	-18%
O=C(COc1ccccc1)Nc1cccc2nsnc12	45%[activator][59 µM]	12%	9%	?	-6	0%	42%[activator]	68%	-1%
Cc1c(-c2ccccc2)n[nH]c1C(=O)N=Nc1c(O)[nH]c2ccccc12	3%	16%	-13%	?	-4	i	-20%	36%	-10%
CCOC(=O)C1CCCN(c2nc3ccccc3nc2NS(=O)(=O)c2ccc(C)cc2)C1 (stereo not given)	38%[59 µM]	-9%	2%	-29%	-3	2%	27%	64%[activator]	13%
CC(=O)Nc1ccc(-n2cc(-c3ccccc3)[nH]c2=S)cc1	1.4µM*	3%	-27%	-6%	7	i	?	?	0.89µM*
O=C(N/N=C/c1ccc(-c2ccc([N+](=O)[O-])cc2)o1)c1cccnc1	?	?	1%	?	2	-2%	-36%	-14%	-23%
COc1cc(OC)c2ccc(=O)oc2c1C(CC(=O)N1CCOCC1)c1ccc(N(C)C)cc1 (stereo not given)	?	-9%	16%	-24%	5	-5%	-33%	23%	-20%
COc1ccc(C)cc1NC(=O)CSc1nnc(-c2cc3cccc(OC)c3o2)n1N	2%[59 µM]	0%	2%	-11%	0	i	-16%	24%	-10%
O=C(NC1CCCCC1)C1CCCN(S(=O)(=O)c2ccc(Br)s2)C1 (stereo not given)	9%	?	0%	-5%	0	-1%	-9%	5%	-8%
COC(=O)C1(O)CC(C(C)C)=NN1C(=O)c1ccc(Cl)cc1 (stereo not given)	16%	-4%	-3%	-13%	1	-5%	-2%	31%	-3%
CC(C)(CO)CN1CCC(n2nccc2NC(=O)C2CCCC2)CC1	20%	-1%	10%	4%	1	i	-12%	4%	-12%

Individual results from above.
POLH inh result of `CCOC(=O)C1CCCN(c2nc3ccccc3nc2NS(=O)(=O)c2ccc(C)cc2)C1` (stereo not given) = -29%
HP1b binding inh result of `COc1ccc(CCNC(=O)COC(=O)c2cc(OC)c(OC)cc2OC)cc1OC` = 22%

(continued)
SMILES	G9a inh	Pin1 inhibitor	GLS inhibitor	POLH inh	PI4K2A inh	Tb PGK inh	BAZ2B inh	HP1b binding inh	JMJD2A Tudor inh
COCCN(C(=O)CCCc1nc2ccccc2s1)c1c(N)n(CC(C)C)c(=O)[nH]c1=O	?	?	-10%	-13%	-6	-11%	8%	41%[activator]	-3%
O=S(=O)(NCc1ccc(F)cc1)c1ccccc1Br	?	-9%	-3%	0%	1	-2%	-1%	60%[activator]	-3%
CC(=O)Nc1cccc(C(=O)OCC(=O)c2ccccc2Cl)c1	11%	?	0%	-21%	2	-6%	-6%	29%	6%
NC(=O)CSc1nnc(Cn2c(=O)sc3ccccc32)n1-c1ccccc1	-8%[59 µM]	-1%	-1%	-9%	4	-3%	0%	36%	-13%
COc1ccc(C(=O)OCC(=O)N2CCCCC2)cc1[N+](=O)[O-]	11%	-5%	-1%	-16%	6	6%	-7%	33%	-6%
CCN(CC)c1ccc(-c2nc3cnccc3n2C)cc1	17%[59 µM]	-2%	11%	-6%	4	i	5%	43%[activator]	-10%
Cc1nn(-c2ncc(C(F)(F)F)cc2Cl)c(=O)n1-c1c(F)cccc1F	79µM*	-6%	-1%	-19%	1	11%	-17%	29%	-11%
COc1cc(C(=O)Nc2ccc(NC(=O)c3ccccc3)nc2)cc(OC)c1OC	17%	6%	-14%	-4%	-4	-8%	?	22%	-6%
CCC(=O)N1CCc2cc(S(=O)(=O)N3CCN(c4ccccc4F)CC3)ccc21	-17%[59 µM]	3%	0%	-6%	-3	-9%	0%	21%	-9%
CCOC(=O)N1CCN(C(=S)Nc2cc(S(=O)(=O)N3CCOCC3)ccc2Cl)CC1	?	-7%	3%	-5%	-5	-19%	-12%	20%	-31%
COCCCn1c(SCC(=O)N2CCCCC2C)nnc1-c1ccco1 (stereo not given)	-3%[2.33 µM]	2%	4%	4%	2	-9%	8%	23%	-4%
O=C(NCCN1CCOCC1)c1cc(-c2cccc(O)c2)on1	12%	-7%	-12%	-10%	1	-2%	2%	18%	-4%
COc1ccc(-c2csc(NC(=O)c3ccc(S(=O)(=O)N4CCc5ccccc5C4)cc3)n2)c(OC)c1	0%[59 µM]	9%	3%	-6%	-2	-5%	-4%	12%	-18%
COc1cccc(CN2C(=O)c3ccccc3Sc3ccc(C(=O)N(C)Cc4ccccc4)cc32)c1	-26%[59 µM]	28%	-4%	-28%	1	-6%	/	26%	-12%
O=C(O)CNC(=O)C1(NC(=O)OCc2ccccc2)CCCC1	/	-2%	4%	-12%	2	i	/	35%	0%
CN(CC(=O)Nc1ccc(Cl)c(C(F)(F)F)c1)C(=O)C1CSC2(C)CCC(=O)N12 (stereo not given)	?	-6%	-1%	-14%	-2	-6%	7%	10%	-12%
Cc1cc(C)c(NC(=O)Cn2c(=O)oc3cc(S(=O)(=O)N4CCCCCC4)ccc32)c(C)c1	9%[59 µM]	13%	-3%	/	0	/	5%	35%	-7%
O=C(COc1ccc(Cl)cc1)NNC(=O)C(=O)N1CCCCC1	-8%[0.501 µM]	2%	30%	-9%	-2	-4%	?	20%	-23%
CCOc1ccc(C2C(C(=O)c3cccs3)=C(O)C(=O)N2Cc2cccnc2)cc1 (stereo not given)	?	1%	9%	18%	-2	-7%	3%	40%[activator]	-16%
CCc1cc2c(=O)n(-c3ccccc3)c(SCC(=O)O)nc2s1	/	-4%	4%	-14%	-2	-6%	-5%	30%	-12%
O=c1c2c(nc3n1CCCCC3)-c1ccccc1CC21CCCCC1	-9%[59 µM]	-1%	-9%	-8%	0	-6%	-5%	35%	-4%
COc1ccc(C)cc1NC(=O)c1ccc2c(c1)N(Cc1cccc(Cl)c1)C(=O)c1ccccc1S2=O (stereo not given)	-37%[59 µM]	23%	2%	-22%	-8	0%	-10%	5%	?
Cc1ccc(OCC(=O)Nc2cc(C)on2)c([N+](=O)[O-])n1	?	-1%	5%	-18%	1	-9%	-6%	32%	-2%
CCN(CC)S(=O)(=O)c1ccc(N2CCOCC2)c(NC(=O)c2cccc(C#N)c2)c1	17%	7%	-13%	-7%	-2	-9%	-12%	-13%	-33%
CC(=O)Nc1c(O)nc(SCC(=O)Nc2ccc(C(C)=O)cc2)[nH]c1=O	-7%[2.33 µM]	-2%	29%	?	5	/	?	16%	-10%
Cc1cc(N2CCN(c3ccc([N+](=O)[O-])c4cccnc34)CC2)c2ccccc2n1	-14%[59 µM]	26%	-8%	-11%	-2	-7%	4%	16%	-7%
COc1ccc(-c2cn(CCC(=O)O)c(C)n2)cc1	-3%[2.33 µM]	2%	-5%	-17%	4	-3%	5%	26%	-6%
CC(=O)Nc1ccc(NC(=O)COc2ncnc3ccccc23)cc1	24%	1%	3%	-7%	0	-2%	0%	45%	-3%
